PP1 counter = PP1-alpha phosphatase inhibitors, primary screen, counter-screen for PP5 inhibitor project, biochemical, fluorescence, OMFP substrate, single point; Serine/threonine-protein phosphatase PP1-alpha catalytic subunit (Homo sapiens), P62136; purified PP1alpha; inhibition, % at 6.7 µM; actives 0.9% (n = 320,000); AID 2235, 2010;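 active = inhibition above the mean inhibition of all tested compounds plus 3 SD, computed separately for each screening campaign, cut at about 15% in these data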
Target sequence (P62136 whole entry, looked up): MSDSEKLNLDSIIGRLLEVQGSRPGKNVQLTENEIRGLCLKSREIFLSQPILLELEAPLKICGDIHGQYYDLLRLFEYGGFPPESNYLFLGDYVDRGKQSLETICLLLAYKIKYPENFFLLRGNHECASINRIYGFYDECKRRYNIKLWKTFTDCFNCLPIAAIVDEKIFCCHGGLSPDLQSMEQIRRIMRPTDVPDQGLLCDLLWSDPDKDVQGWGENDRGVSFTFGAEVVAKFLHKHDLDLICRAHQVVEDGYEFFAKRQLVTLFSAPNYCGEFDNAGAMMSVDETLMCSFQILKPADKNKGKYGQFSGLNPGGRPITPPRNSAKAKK
VLA-4 inh = inhibition in human VLA-4 binding assay, primary screen, VLA-4 allosteric modulator project, MLPCN library, flow cytometry, VLA-4 expressing cells. actives 0.2% (n = 330,000). ligand binding flow cytometry. Integrin alpha-4 (Homo sapiens), P13612. inhibition, % (about 7 µM as worked out from the volumes in the protocol). AID 2557, 2010; in the data active = inhibition above about 50%
GRK2 inh = compounds blocking aptamer binding on GRK2 – biochemical, human GRK2, bead flow cytometry, HTS, primary screen. Beta-adrenergic receptor kinase 1 (Homo sapiens), P25098. FAM-aptamer displacement from GRK2. inhibition of aptamer binding, % at 10 µM. actives 0.59% (n = 330,000). AID 488847, 2010;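 active = inhibition of aptamer binding above 40%, roughly 3 SD of noise, on plates passing a quality check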;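 note: median bead fluorescence of bound FAM aptamer so fluorescent compounds give negative values; no value below 0 was filed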
procasp3 activ = activators of human procaspase-3 D3A mutant, primary screen, biochemical, absorbance, PC-3 D3A mutant, single concentration. activation, % at 8.5 µM. AID 463141, 2010. Caspase-3 (Homo sapiens), P42574. recombinant procaspase-3 D3A, Ac-DEVD-pNA absorbance 405 nm. actives 0.11% (n = 330,000);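 active = activation above the mean of all tested compounds plus 3 SD, cut at about 21% in these data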;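 note: 0% = DMSO alone and 100% = DMSO wells spiked with extra 5 µM PC-3 D3A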
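Assay system: Autoprocessing-dead procaspase-3 D3A mutant enzyme; also added: Ac-DEVD-pNA; doses: one concentration, 8.5 µM nominal, 0.8% DMSO; times: 1 h compound preincubation, 2 h substrate hydrolysis at 25 °C; technique: 405 nm absorbance of p-nitroaniline, reads at 0 and 120 min; measure: % activation between DMSO and enzyme-spiked controls; repeats: single replicate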
procasp7 counter = procaspase-7 activators, primary screen, counter-screen for procaspase-3 activator project, biochemical, absorbance, HTS, human; recombinant procaspase-7, Ac-DEVD-pNA absorbance 405 nm; D23A/D198A/D206A triple mutant, cannot self-cleave; scale: DMSO 0, 5 µM enzyme 100; activation, % at 8.5 µM; actives 0.093% (n = 330,000); AID 463210, 2010;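 active = percent activation above the screen-wide mean plus 3 SD, cut at about 25% in these data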
Target sequence (P55210 whole entry D23A/D198A/D206A): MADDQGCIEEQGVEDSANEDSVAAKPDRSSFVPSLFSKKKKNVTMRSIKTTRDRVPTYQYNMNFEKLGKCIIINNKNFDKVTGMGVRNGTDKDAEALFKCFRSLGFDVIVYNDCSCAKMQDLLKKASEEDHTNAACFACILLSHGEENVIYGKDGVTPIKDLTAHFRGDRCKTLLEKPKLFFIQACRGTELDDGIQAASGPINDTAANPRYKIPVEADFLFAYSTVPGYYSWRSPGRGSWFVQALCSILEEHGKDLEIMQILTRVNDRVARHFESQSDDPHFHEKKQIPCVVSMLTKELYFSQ
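Assay system: Uncleavable procaspase-7 mutant enzyme / Input: 2 µM procaspase-7 mutant as dispensed / Dosing: single nominal 8.5 µM compound dose, 0.8% DMSO final / Timing: 1 h enzyme–compound preincubation and 2 h substrate reaction, both 25 °C / Detection: p-Nitroaniline absorbance at 405 nm, read at 0 and 120 min / Replication: singlicate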
CTSL1 counter = Fasciola hepatica cathepsin L1 inhibitors, primary screen, counter-screen for PFM18AAP inhibitor project, biochemical, QFRET, fluorogenic peptide substrate; recombinant F. hepatica cathepsin L1, Z-Leu-Arg-MCA fluorescence; inhibition, % at 5.96 µM; actives 0.49% (n = 300,000); AID 1906, 2009;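 active = inhibition above the mean of all tested compounds plus 3 SD, set per screening campaign, cut at about 17% in these data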;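 note: 0% = plate median of test compound wells and 100% = 1 µM Z-Phe-Ala-diazomethylketone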
HCV core dimer = inhibitors of HCV core protein dimerization, primary screen, biochemical, TR-FRET, high-throughput; TR-FRET GST/Flag-core106 dimerization, 1536-well; inhibition, % at 5 µM; actives 0.33% (n = 300,000);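 active = inhibition above the mean of all tested compounds plus 3 SD, set per screening campaign, cut at about 45% in these data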
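System: GST/Flag-tagged HCV core106 proteins. Incubation: compound-protein-antibody incubation 4 h at 22.5 °C. Technique: HTRF with 340 nm excitation, 617/671 nm emission. Medium: KF-containing HEPES buffer, pH 7.45, DTT, CHAPS, BSA. Read-out: inhibition (%) from 671 over 617 nm ratio. Also added: Eu(K)-anti-GST 90 ng/mL plus XL665-anti-Flag 1 µg/mL.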
JMJD2C inh = inhibitors of GASC-1 histone demethylase, primary screen, biochemical, fluorescence, DELFIA europium | Lysine-specific demethylase 4C (Homo sapiens), Q9H3R0 | GST-JMJD2C(1-420) H3K9me3 demethylation | inhibition, % at 2.35 µM | actives 0.069% (n = 330,000) | AID 2099, 2009;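 active = more than half of a compound's replicate wells show inhibition beyond 50%, single wells judged on their own value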;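 note: signal counts dimethyl H3K9 product captured on neutravidin plate; 0% = median of DMSO wells and 100% = 0.3 times that DMSO median; strong numbers were not always called active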
Target sequence (Q9H3R0 1-420 limits assumed): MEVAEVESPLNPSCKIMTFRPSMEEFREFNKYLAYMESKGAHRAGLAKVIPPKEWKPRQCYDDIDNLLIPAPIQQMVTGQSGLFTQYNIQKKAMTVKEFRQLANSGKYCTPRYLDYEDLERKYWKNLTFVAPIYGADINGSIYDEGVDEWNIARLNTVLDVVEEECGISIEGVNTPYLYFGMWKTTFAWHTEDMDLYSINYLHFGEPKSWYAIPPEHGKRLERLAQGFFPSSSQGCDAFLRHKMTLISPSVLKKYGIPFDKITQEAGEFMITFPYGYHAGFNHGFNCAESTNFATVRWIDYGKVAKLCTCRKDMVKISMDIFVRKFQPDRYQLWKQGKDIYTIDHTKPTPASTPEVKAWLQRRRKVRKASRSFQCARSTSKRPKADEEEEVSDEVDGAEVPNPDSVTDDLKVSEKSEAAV
PP5 primary = PP5 phosphatase inhibitors, primary screen, biochemical, fluorescence. actives 0.18% (n = 320,000). AID 1987, 2009. purified PP5c, OMFP substrate fluorescence. inhibition, % at 6.7 µM;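 active = inhibition above the campaign's mean inhibition across all tested compounds plus 3 SD, cut at about 9.5% in these data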;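 note: 0% = DMSO only and 100% = 100 µM cantharidin control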
* = called active by the depositor.

How did COC(=O)c1ccc(C(=O)OC)c(NC2=NS(=O)(=O)c3ccccc32)c1 do in these assays?
PP1 counter: -2; VLA-4 inh: -9; GRK2 inh: 2; procasp3 activ: 1; procasp7 counter: 10; CTSL1 counter: 2; HCV core dimer: 1; JMJD2C inh: -4; PP5 primary: 0.3

Results for N#CCN=C(c1ccccc1)c1ccccc1 ?
PP1 counter: -5; VLA-4 inh: 0; GRK2 inh: 1; procasp3 activ: 3; procasp7 counter: 8; JMJD2C inh: 4; PP5 primary: 1.3

What do the screens show for `Cn1c(NC(=O)c2ccc(S(=O)(=O)N3CCCCC3)cc2)cc(=O)n(C)c1=O`?
PP1 counter: -2; VLA-4 inh: 12; GRK2 inh: 0; procasp3 activ: -3; procasp7 counter: -4; CTSL1 counter: 5; HCV core dimer: 2; JMJD2C inh: 9; PP5 primary: -2.3

How did O=C(Cc1ccc(Cl)cc1)Nc1ccc(Br)cc1 do in these assays?
PP1 counter: -4; VLA-4 inh: 13; GRK2 inh: 0; procasp3 activ: -3; procasp7 counter: 3; CTSL1 counter: 2; HCV core dimer: 5; JMJD2C inh: -8; PP5 primary: 1.6

Results for Cc1ccc(S(=O)(=O)NCC(=O)N2CCN(c3ccccn3)CC2)cc1 ?
PP1 counter: -2; VLA-4 inh: 1; GRK2 inh: 0; procasp3 activ: 4; procasp7 counter: 14; CTSL1 counter: -8; HCV core dimer: -4; JMJD2C inh: 2; PP5 primary: 1.3

What do the screens show for `CCOc1ccc(C(C(=O)NCC2CCCO2)N(C(=O)c2snc(C(N)=O)c2N)c2ccc3c(c2)OCCO3)cc1` (stereo not given)?
PP1 counter: 0; VLA-4 inh: -1; GRK2 inh: 1; procasp3 activ: 2; procasp7 counter: 0; CTSL1 counter: 4; HCV core dimer: 17; JMJD2C inh: 1; PP5 primary: 2.9

Results for O=c1c(Cc2c(F)cccc2Cl)c(O)ccn1C1CCCCCC1 ?
PP1 counter: -3; VLA-4 inh: -1; GRK2 inh: 1; procasp3 activ: 0; procasp7 counter: 12; CTSL1 counter: -2; HCV core dimer: -1; JMJD2C inh: 0; PP5 primary: -1.2

Results for CCN(CC)C(=S)Nc1c(C)n(C)n(-c2ccccc2)c1=O ?
PP1 counter: 1; VLA-4 inh: -16; GRK2 inh: 1; procasp3 activ: -3; procasp7 counter: -11; CTSL1 counter: 4; HCV core dimer: -11; JMJD2C inh: -2; PP5 primary: 1.6

Results for CC1=C/C(=N\NC(=S)NCc2ccccc2)CC1 ?
PP1 counter: -1; VLA-4 inh: -14; GRK2 inh: 1; procasp3 activ: -7; procasp7 counter: 3; CTSL1 counter: 5; HCV core dimer: 2; JMJD2C inh: -4; PP5 primary: 0.4

What do the screens show for `CCc1nnc(NC(=O)CCC(=O)NCc2ccc(C)cc2)s1`?
PP1 counter: -6; VLA-4 inh: 5; GRK2 inh: 0; procasp3 activ: -2; procasp7 counter: -12; CTSL1 counter: -2; HCV core dimer: -4; JMJD2C inh: 35; PP5 primary: -0.7

Results for Cc1ccc(O)c(N/C=C/C(=O)c2ccc(F)cc2)c1 ?
PP1 counter: 0; VLA-4 inh: -17; GRK2 inh: 0; procasp3 activ: -14; procasp7 counter: -15; CTSL1 counter: -4; HCV core dimer: -16; JMJD2C inh: 6; PP5 primary: 5.0

What do the screens show for `O=C(O)c1cccc2c1C(=O)N(Cc1ccccc1)C2`?
PP1 counter: -1; VLA-4 inh: 10; GRK2 inh: 2; procasp3 activ: 1; procasp7 counter: 3; CTSL1 counter: -2; HCV core dimer: 6; JMJD2C inh: 6; PP5 primary: -5.3

What do the screens show for `O=C(O)c1cccc(S(=O)(=O)N2CCN(C(c3ccccc3)c3ccccc3)CC2)c1`?
PP1 counter: 1; VLA-4 inh: -1; GRK2 inh: 1; procasp3 activ: -2; procasp7 counter: -8; CTSL1 counter: 0; HCV core dimer: 29; JMJD2C inh: -2; PP5 primary: 2.6

How did COc1ccc(CCNC(=O)COc2nncc3ccccc23)cc1 do in these assays?
PP1 counter: -1; VLA-4 inh: -7; GRK2 inh: 0; procasp3 activ: 5; procasp7 counter: 7; CTSL1 counter: 3; HCV core dimer: -3; JMJD2C inh: 16; PP5 primary: -0.7

Results for CCOc1cc(/C=C/c2cccc[n+]2C)ccc1O ?
PP1 counter: 0; VLA-4 inh: -8; GRK2 inh: 1; procasp3 activ: -13; procasp7 counter: 4; CTSL1 counter: 4; HCV core dimer: 0; JMJD2C inh: 0; PP5 primary: 0.7

Results for O=C(NCC1CCCO1)C1CCCN(S(=O)(=O)c2ccc(F)cc2)C1 (stereo not given) ?
PP1 counter: -4; VLA-4 inh: 0; GRK2 inh: 2; procasp3 activ: 2; procasp7 counter: -5; CTSL1 counter: -2; HCV core dimer: -1; JMJD2C inh: -5; PP5 primary: 0.3

What do the screens show for `O=S(=O)(c1cccc(C(F)(F)F)c1)N1CCN(C(=S)NCc2ccco2)CC1`?
PP1 counter: 4; VLA-4 inh: -3; GRK2 inh: 2; procasp3 activ: -18; procasp7 counter: -28; CTSL1 counter: -1; HCV core dimer: 3; JMJD2C inh: 3; PP5 primary: 4.0

What do the screens show for `Cc1c(NC(=O)CC2CC(C)OC2=O)c(=O)n(-c2ccccc2)n1C` (stereo not given)?
PP1 counter: 12; VLA-4 inh: 10; GRK2 inh: 3; procasp3 activ: 6; procasp7 counter: -7; CTSL1 counter: 1; HCV core dimer: -2; JMJD2C inh: 31; PP5 primary: 3.9

Results for COc1ccc(S(=O)(=O)NCC(=O)N(CC(=O)NC(C)(C)C)Cc2cccs2)cc1 ?
PP1 counter: -4; VLA-4 inh: 32; GRK2 inh: 0; procasp3 activ: 3; procasp7 counter: -2; CTSL1 counter: 7; HCV core dimer: 0; JMJD2C inh: -20; PP5 primary: -2.2

What do the screens show for `CCOc1ccc(CN(C)CC(=O)c2c(N)n(Cc3ccccc3)c(=O)n(CC)c2=O)cc1OC`?
PP1 counter: 0; VLA-4 inh: 23; GRK2 inh: 3; procasp3 activ: 1; procasp7 counter: -1; CTSL1 counter: -3; HCV core dimer: 1; JMJD2C inh: -8; PP5 primary: 3.7

How did CCOC(=O)c1c(S(=O)(=O)N2CCN(c3ccc(F)cc3)CC2)c(C)n(C)c1C do in these assays?
PP1 counter: 4; VLA-4 inh: 18; GRK2 inh: 3; procasp3 activ: 9; procasp7 counter: 5; CTSL1 counter: -9; HCV core dimer: 4; JMJD2C inh: 30; PP5 primary: 0.7

What do the screens show for `Cc1cc(C)cc(NC(=S)Nc2cccc3ccccc23)c1`?
PP1 counter: 2; VLA-4 inh: 3; GRK2 inh: 3; procasp3 activ: -5; procasp7 counter: -12; CTSL1 counter: 0; HCV core dimer: 5; JMJD2C inh: -3; PP5 primary: 2.3

How did CC(=O)c1cccc(NC(=O)c2c(F)c(F)c(F)c(F)c2F)c1 do in these assays?
PP1 counter: -1; VLA-4 inh: 1; GRK2 inh: 7; procasp3 activ: 0; procasp7 counter: 9; CTSL1 counter: 2; HCV core dimer: -1; JMJD2C inh: -29; PP5 primary: 1.1

Results for CCC(C)(C)NC(=O)C(c1cccn1C)N(Cc1ccc(OC)cc1)C(=O)Cn1nnc2ccccc21 (stereo not given) ?
PP1 counter: 30*; VLA-4 inh: -5; GRK2 inh: 0; procasp3 activ: -2; procasp7 counter: 5; CTSL1 counter: -1; HCV core dimer: 14; JMJD2C inh: 35; PP5 primary: -0.2

What do the screens show for `O=C(C[C@H]1C/C=C\C[C@H](NC(=O)OCC2c3ccccc3-c3ccccc32)C(=O)OC[C@@H]2CCCN2C1=O)N[C@H](CO)Cc1ccccc1`?
VLA-4 inh: -19; GRK2 inh: 27; procasp3 activ: -2; procasp7 counter: 9

How did COc1ccc(/C=N/NC(=O)c2ccc(NC(=O)c3cccc([N+](=O)[O-])c3)cc2)c(C(=O)O)c1OC do in these assays?
PP1 counter: 8; VLA-4 inh: 5; GRK2 inh: 0; procasp3 activ: 6; procasp7 counter: 6; CTSL1 counter: -4; HCV core dimer: 21; JMJD2C inh: -6; PP5 primary: 3.4

What do the screens show for `CCN(c1ccccc1)S(=O)(=O)c1cc(C(=O)Nc2ccc(F)c(F)c2)ccc1F`?
PP1 counter: 7; VLA-4 inh: 13; GRK2 inh: 6; procasp3 activ: 7; procasp7 counter: -2; CTSL1 counter: -6; HCV core dimer: 6; JMJD2C inh: -5; PP5 primary: 4.0

Results for O=C(CN1CCN(C(=O)c2ccccc2)CC1)Nc1ncc(Br)cc1Br ?
PP1 counter: -2; VLA-4 inh: -2; GRK2 inh: 2; procasp3 activ: 0; procasp7 counter: -7; CTSL1 counter: 4; HCV core dimer: 7; JMJD2C inh: -5; PP5 primary: -0.5

A stretch from the list above, for reference:
Results for CCC(C)(C)NC(=O)C(c1cccn1C)N(Cc1ccc(OC)cc1)C(=O)Cn1nnc2ccccc21 (stereo not given) ?
PP1 counter: 30*; VLA-4 inh: -5; GRK2 inh: 0; procasp3 activ: -2; procasp7 counter: 5; CTSL1 counter: -1; HCV core dimer: 14; JMJD2C inh: 35; PP5 primary: -0.2

What do the screens show for `O=C(C[C@H]1C/C=C\C[C@H](NC(=O)OCC2c3ccccc3-c3ccccc32)C(=O)OC[C@@H]2CCCN2C1=O)N[C@H](CO)Cc1ccccc1`?
VLA-4 inh: -19; GRK2 inh: 27; procasp3 activ: -2; procasp7 counter: 9

How did COc1ccc(/C=N/NC(=O)c2ccc(NC(=O)c3cccc([N+](=O)[O-])c3)cc2)c(C(=O)O)c1OC do in these assays?
PP1 counter: 8; VLA-4 inh: 5; GRK2 inh: 0; procasp3 activ: 6; procasp7 counter: 6; CTSL1 counter: -4; HCV core dimer: 21; JMJD2C inh: -6; PP5 primary: 3.4

What do the screens show for `CCN(c1ccccc1)S(=O)(=O)c1cc(C(=O)Nc2ccc(F)c(F)c2)ccc1F`?
PP1 counter: 7; VLA-4 inh: 13; GRK2 inh: 6; procasp3 activ: 7; procasp7 counter: -2; CTSL1 counter: -6; HCV core dimer: 6; JMJD2C inh: -5; PP5 primary: 4.0

Bioassay records (PubChem BioAssay)

An unsorted share of the library. Share with any hit: about 2.6%.
